Screening results (PubChem)
FBA Mtb inh = Mtb FBA enzyme inhibitors, primary screen, biochemical, fluorescence, strain H37Rv; Fructose-bisphosphate aldolase (Mycobacterium tuberculosis (strain ATCC 25618 / H37Rv)), …; purified M. tuberculosis FBA, fluorescence read-out; inhibition, % at 1 µM; actives 2.3% (n = 360,000); in the data active = inhibition above about 27%;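 also: 0% = vehicle and 100% = reference inhibitor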
Target sequence (P9WQA3 whole entry, looked up): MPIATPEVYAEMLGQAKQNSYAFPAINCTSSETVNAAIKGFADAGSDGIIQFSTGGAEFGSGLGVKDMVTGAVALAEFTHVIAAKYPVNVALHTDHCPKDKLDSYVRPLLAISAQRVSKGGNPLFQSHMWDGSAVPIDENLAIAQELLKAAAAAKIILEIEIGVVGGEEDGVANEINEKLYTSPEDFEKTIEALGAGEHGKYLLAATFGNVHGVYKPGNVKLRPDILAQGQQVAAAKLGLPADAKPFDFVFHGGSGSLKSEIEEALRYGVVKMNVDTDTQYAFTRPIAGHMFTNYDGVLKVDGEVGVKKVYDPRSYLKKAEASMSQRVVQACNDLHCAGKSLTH
PrPC surface inh = inhibitors of human cell surface prion protein PrPC, primary screen, cell-based, TR-FRET. inhibition, % at 13.8 µM. TR-FRET read-out. actives 0.43% (n = 370,000); in the data active = inhibition above about 24%; also: 0% = median of the test wells and 100% = reference compound wells
BoNT F protease = BoNT/F light chain protease inhibitors, primary screen, biochemical, flow cytometry, MLPCN library; Botulinum neurotoxin type F light chain protease (Clostridium botulinum); Multiplex microsphere protease cleavage assay; inhibition, % at 10 µM; actives 0.22% (n = 360,000); AID 588497, 2011; in the data active = inhibition above about 35%, passing the limit was not always enough; inconclusive = no clear call, values can overlap the other calls; also: plate controls were buffer without enzyme for full effect and enzyme alone for no effect
CCHF vOTU inh = CCHFV vOTU protease inhibitors, primary screen, biochemical, Pep-AMC substrate, fluorescence; inhibition, % at 11.5 µM; Crimean-Congo hemorrhagic fever virus L polyprotein viral ovarian tumor (vOTU) protease …; actives 0.55% (n = 370,000); also: 0% = vehicle wells with enzyme and 100% = no enzyme wells
Mtb BioA inh = M. tuberculosis BioA enzyme inhibitors, primary screen, biochemical, plate reader, single point, HTS. inhibition, % at 9.99 µM. 7,8-diaminopelargonic acid synthase BioA (Mycobacterium tuberculosis). purified M. tuberculosis BioA enzyme. AID 602481, 2012. actives 0.096% (n = 360,000); in the data active = inhibition above about 40%; inconclusive = no clear call, values can overlap the other calls
GDH-TPI inh = GDH-TPI coupling enzyme inhibitors, primary screen, artefact control for M. tuberculosis FBA inhibitor project, biochemical, absorbance, full deck. actives 1.2% (n = 360,000). GDH-TPI coupled enzyme counterscreen, NADH absorbance. inhibition, % at 4.8 µM;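 also: 0% = DMSO wells and 100% = wells lacking the enzyme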
UGM FP inh = M. tuberculosis UGM enzyme inhibitors, primary screen, biochemical, fluorescence polarization, single point. UDP-galactopyranose mutase (Mycobacterium tuberculosis (strain ATCC 25618 / H37Rv)), …. purified UGM, fluorescence polarization probe displacement. inhibition, % at 10 µM. actives 0.06% (n = 320,000). AID 504406, 2011; in the data active = inhibition above about 10%, passing the limit was not always enough; inconclusive = no clear call, values can overlap the other calls
Target sequence (P9WIQ1 whole entry, looked up): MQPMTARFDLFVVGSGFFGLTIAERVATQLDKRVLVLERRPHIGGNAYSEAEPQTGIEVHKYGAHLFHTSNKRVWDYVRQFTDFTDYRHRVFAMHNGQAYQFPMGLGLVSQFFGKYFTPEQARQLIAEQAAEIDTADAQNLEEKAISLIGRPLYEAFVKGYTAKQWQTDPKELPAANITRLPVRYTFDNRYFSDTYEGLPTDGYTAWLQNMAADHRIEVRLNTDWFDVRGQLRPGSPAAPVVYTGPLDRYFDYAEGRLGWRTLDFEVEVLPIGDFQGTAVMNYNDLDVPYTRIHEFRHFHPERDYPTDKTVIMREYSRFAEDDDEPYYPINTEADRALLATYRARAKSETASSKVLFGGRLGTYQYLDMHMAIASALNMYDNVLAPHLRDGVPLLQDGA
BoNT A protease = BoNT/A light chain protease inhibitors, primary screen, biochemical, flow cytometry, MLPCN library | Botulinum neurotoxin type A light chain protease (Clostridium botulinum A str. ATCC 3502) | multiplex microsphere protease substrate cleavage | inhibition, % at 10 µM | actives 0.17% (n = 360,000); in the data active = inhibition above about 30%; inconclusive = no clear call, values can overlap the other calls; also: plate controls were buffer without enzyme for full effect and enzyme alone for no effect
FadD28 FP inh = inhibitors of FadD28 bisubstrate probe binding, primary screen, biochemical, fluorescence polarization, single point; Mycobacterium tuberculosis FadD28 fatty-acid-AMP ligase; inhibition, % at 12.5 µM; actives 0.22% (n = 360,000); in the data active = inhibition above about 8.5%, passing the limit was not always enough; inconclusive = no clear call, values can overlap the other calls
Active calls of the source: *; & = joins results of further samples. Rule as the data show it, unless noted: active = inhibition above about 30%; inactive = the rest.

Results for CCCSCCCNC(=O)c1ccc(NC(=O)C2=CSCCO2)cc1 ?
FBA Mtb inh: 1; PrPC surface inh: 3; BoNT F protease: 25; CCHF vOTU inh: 1; Mtb BioA inh: 3.9; GDH-TPI inh: 18; UGM FP inh: 3.2; BoNT A protease: 12; FadD28 FP inh: -1.8

What do the screens show for `C/C1=C\[C@@H](C)C/C=C/[C@H]2[C@@H]3O[C@]3(C)[C@@H](C)[C@H]3[C@H](Cc4c[nH]c5ccccc45)NC(=O)[C@]32C(=O)/C=C/C(=O)[C@@H]1O`?
FBA Mtb inh: -3; BoNT F protease: -3; Mtb BioA inh: 0.3; GDH-TPI inh: -4; UGM FP inh: -1.6; BoNT A protease: -0.3; FadD28 FP inh: -3.9

How did Cc1ccc(OCC(=O)NCCO)cc1C do in these assays?
FBA Mtb inh: -2; PrPC surface inh: 3; BoNT F protease: -1; CCHF vOTU inh: -24; Mtb BioA inh: -0.8; GDH-TPI inh: -2; UGM FP inh: -1.0; BoNT A protease: -0.2; FadD28 FP inh: -2.3

How did CCNC(=O)C1(C)CCCN1C(=O)c1cc(OC)c(OC)c(OC)c1 (configuration not stated) do in these assays?
FBA Mtb inh: 1; PrPC surface inh: 1; BoNT F protease: 1; CCHF vOTU inh: 3; Mtb BioA inh: -1.9; GDH-TPI inh: 15; BoNT A protease: -0.1; FadD28 FP inh: 0.0

What do the screens show for `O=C(C1CCN(Cc2ccc(F)cc2)CC1)N1CCN(C/C=C/c2ccccc2)CC1`?
FBA Mtb inh: 3; PrPC surface inh: -15; BoNT F protease: 6; CCHF vOTU inh: -8; GDH-TPI inh: 5; UGM FP inh: -0.3; BoNT A protease: -0.8; FadD28 FP inh: 0.8

How did Cc1cccc(NC(=O)COC(=O)c2ccc3c(c2)OCO3)c1C do in these assays?
FBA Mtb inh: 1; PrPC surface inh: -1; BoNT F protease: -2; CCHF vOTU inh: 6; Mtb BioA inh: 5.2; GDH-TPI inh: -1; UGM FP inh: 3.3; BoNT A protease: -0.7; FadD28 FP inh: -2.1

Results for CC1(C)Oc2ccc3ccc(=O)oc3c2/C(=C/O)C1=O ?
FBA Mtb inh: 44*; PrPC surface inh: -2; BoNT F protease: inconclusive; CCHF vOTU inh: -21; Mtb BioA inh: 2.9; GDH-TPI inh: 20; UGM FP inh: 8.5; BoNT A protease: -4.4; FadD28 FP inh: inconclusive

Results for CCOc1cc(N2CCOCC2)c(OCC)cc1NC(=O)COC(=O)c1ccc(Cl)nc1 ?
FBA Mtb inh: 3; PrPC surface inh: 0; BoNT F protease: -2; CCHF vOTU inh: -22; Mtb BioA inh: 0.0; GDH-TPI inh: 12; UGM FP inh: 1.6; BoNT A protease: 0.0; FadD28 FP inh: 0.5

Results for C[C@H]1CN([C@@H](C)CO)C(=O)CCCn2cc(nn2)CO[C@@H]1CN(C)C(=O)Nc1ccc2c(c1)OCCO2 ?
FBA Mtb inh: 4; PrPC surface inh: 11; BoNT F protease: -6; CCHF vOTU inh: 8; Mtb BioA inh: 1.3&0.2&-2.8; GDH-TPI inh: 2; BoNT A protease: 0.1; FadD28 FP inh: 0.8

Results for O=C(COC(=O)Cc1c(Cl)cccc1Cl)Nc1ccc2[nH]c(=O)[nH]c2c1 ?
FBA Mtb inh: -1; PrPC surface inh: -2; CCHF vOTU inh: -4; Mtb BioA inh: 0.1; GDH-TPI inh: 1; UGM FP inh: -2.4; FadD28 FP inh: 0.4

Results for CCOc1ccccc1-n1c(SC(C)C(=O)NCC2CCCO2)nc2ccccc2c1=O (configuration not stated) ?
FBA Mtb inh: 3; PrPC surface inh: -1; BoNT F protease: 10; CCHF vOTU inh: -4; Mtb BioA inh: 0.8; GDH-TPI inh: 2; UGM FP inh: -2.0; BoNT A protease: 0.9; FadD28 FP inh: -0.8

Results for C=CCc1cccc2cc(C(=O)Nc3ccc(NC(C)=O)cc3)c(=O)oc12 ?
FBA Mtb inh: -2; PrPC surface inh: 17; BoNT F protease: 0; CCHF vOTU inh: -6; Mtb BioA inh: -0.9; GDH-TPI inh: 18; UGM FP inh: 2.0; BoNT A protease: -0.8; FadD28 FP inh: 0.4

What do the screens show for `CCOC(=O)C/C(N)=N/NC(=O)c1ccc(Cl)cc1Cl`?
FBA Mtb inh: 2; PrPC surface inh: 6; BoNT F protease: 0; CCHF vOTU inh: -7; GDH-TPI inh: 9; UGM FP inh: 5.3; BoNT A protease: -0.4; FadD28 FP inh: -1.3

Results for C#CCOCCOCCOCCNc1nc(N2CCN(C(=O)[C@H](CCC(=O)O)n3cc(C(N)CO)nn3)CC2)nc(N2CCN(C(=O)[C@H](Cc3cc4ccccc4[nH]3)n3cc(C(N)[C@H](C)CC)nn3)CC2)n1 (some centres not stated) ?
FBA Mtb inh: -2; BoNT F protease: -25; Mtb BioA inh: -0.1; GDH-TPI inh: 5; UGM FP inh: 0.0; BoNT A protease: -1.3; FadD28 FP inh: -5.5

How did CC(=O)c1cc(F)c(N2CCN(C(=O)Cc3ccccc3)CC2)cc1C do in these assays?
FBA Mtb inh: -1; PrPC surface inh: 5; BoNT F protease: -13; CCHF vOTU inh: 6; Mtb BioA inh: 3.2; GDH-TPI inh: 16; UGM FP inh: 4.3; BoNT A protease: -0.4; FadD28 FP inh: -0.7

An excerpt from the list above:
What do the screens show for `CCOC(=O)C/C(N)=N/NC(=O)c1ccc(Cl)cc1Cl`?
FBA Mtb inh: 2; PrPC surface inh: 6; BoNT F protease: 0; CCHF vOTU inh: -7; GDH-TPI inh: 9; UGM FP inh: 5.3; BoNT A protease: -0.4; FadD28 FP inh: -1.3

Results for C#CCOCCOCCOCCNc1nc(N2CCN(C(=O)[C@H](CCC(=O)O)n3cc(C(N)CO)nn3)CC2)nc(N2CCN(C(=O)[C@H](Cc3cc4ccccc4[nH]3)n3cc(C(N)[C@H](C)CC)nn3)CC2)n1 (some centres not stated) ?
FBA Mtb inh: -2; BoNT F protease: -25; Mtb BioA inh: -0.1; GDH-TPI inh: 5; UGM FP inh: 0.0; BoNT A protease: -1.3; FadD28 FP inh: -5.5

How did CC(=O)c1cc(F)c(N2CCN(C(=O)Cc3ccccc3)CC2)cc1C do in these assays?
FBA Mtb inh: -1; PrPC surface inh: 5; BoNT F protease: -13; CCHF vOTU inh: 6; Mtb BioA inh: 3.2; GDH-TPI inh: 16; UGM FP inh: 4.3; BoNT A protease: -0.4; FadD28 FP inh: -0.7

Other entries.
How did Cc1occc1C(=O)N/N=C/c1ccccn1 do in these assays?
FBA Mtb inh: 1; PrPC surface inh: 4; BoNT F protease: -6; CCHF vOTU inh: -5; GDH-TPI inh: -1; UGM FP inh: -1.6; BoNT A protease: -1.1; FadD28 FP inh: -1.3

What do the screens show for `COc1cccc(CN(C)CC(=O)Nc2c(C)cccc2C(C)C)c1`?
FBA Mtb inh: 1; PrPC surface inh: 8; BoNT F protease: -1; CCHF vOTU inh: 5; GDH-TPI inh: -12; UGM FP inh: -0.6; BoNT A protease: -0.6; FadD28 FP inh: -3.3

Results for CC[C@]12c3[nH]c4ccccc4c3CCN1C(=O)C(CC(=O)NCc1ccco1)C[C@@H]2C(=O)N1CCN(C(=O)C2CC2)CC1 (some centres not stated) ?
FBA Mtb inh: 3; PrPC surface inh: 0; BoNT F protease: 0; CCHF vOTU inh: 1; Mtb BioA inh: -1.1; GDH-TPI inh: 18; UGM FP inh: 0.5; BoNT A protease: -0.2; FadD28 FP inh: 0.1

Results for Cc1ccc2cc(C(c3nnnn3C3CCCC3)N3CCOCC3)c(=O)[nH]c2c1C (configuration not stated) ?
FBA Mtb inh: 2; PrPC surface inh: -1; BoNT F protease: 3; CCHF vOTU inh: -1; Mtb BioA inh: -1.5; GDH-TPI inh: -1; UGM FP inh: -1.2; BoNT A protease: 1.1; FadD28 FP inh: -2.9

How did O=[N+]([O-])c1cc([N+](=O)[O-])c(Oc2ccc(F)cc2F)cc1NN1CCCCC1 do in these assays?
FBA Mtb inh: 5; PrPC surface inh: -4; BoNT F protease: 2; CCHF vOTU inh: 2; Mtb BioA inh: -2.1; GDH-TPI inh: 7; UGM FP inh: 2.3; BoNT A protease: 0.1; FadD28 FP inh: -1.3

How did CC1=C(C(=O)OC(C)C)C(c2cccnc2)C2=C(CC(C)(C)CC2=O)N1 (configuration not stated) do in these assays?
FBA Mtb inh: 79*; PrPC surface inh: 1; BoNT F protease: -11; CCHF vOTU inh: -80; Mtb BioA inh: 0.7; GDH-TPI inh: 13; UGM FP inh: 1.1; BoNT A protease: -0.5; FadD28 FP inh: -10

What do the screens show for `CCCCn1c(N)c(N(CCOC)C(=O)CC2CCCCC2)c(=O)[nH]c1=O`?
FBA Mtb inh: 2; PrPC surface inh: -3; BoNT F protease: 6; CCHF vOTU inh: 25; Mtb BioA inh: 0.0; GDH-TPI inh: 1; BoNT A protease: 3.9; FadD28 FP inh: -0.4

What do the screens show for `CN(C)c1ccc(-c2ccnc3c2CC(C)(C(=O)Nc2cccc(Oc4ccccc4)c2)O3)cc1` (configuration not stated)?
FBA Mtb inh: 16; PrPC surface inh: 6; BoNT F protease: -1; CCHF vOTU inh: -17; Mtb BioA inh: -0.1; GDH-TPI inh: 1; BoNT A protease: 0.2; FadD28 FP inh: -3.3

Results for CCCn1c(=S)[nH]c2sc3c(c2c1=O)CCCC3 ?
FBA Mtb inh: 5; PrPC surface inh: 1; BoNT F protease: -3; CCHF vOTU inh: 8; Mtb BioA inh: -2.8; GDH-TPI inh: 16; UGM FP inh: -0.2; BoNT A protease: -0.2; FadD28 FP inh: 0.2

What do the screens show for `COc1ccc(CN2CCN(C(=O)CC(C)C)CC2)c(OC)c1OC`?
FBA Mtb inh: 2; PrPC surface inh: -1; BoNT F protease: -6; CCHF vOTU inh: 6; Mtb BioA inh: -4.3; GDH-TPI inh: -11; UGM FP inh: 2.5; BoNT A protease: -0.1; FadD28 FP inh: -3.2

What do the screens show for `CC1CN(C(=O)CCC(=O)N2CCN(c3cccc(C(F)(F)F)c3)CC2)c2ccccc2O1` (configuration not stated)?
FBA Mtb inh: 4; PrPC surface inh: 5; BoNT F protease: -2; CCHF vOTU inh: 11; Mtb BioA inh: -2.2; GDH-TPI inh: 3; UGM FP inh: -0.7; BoNT A protease: -1.2; FadD28 FP inh: -3.5

How did Cn1nc(C(=O)OCC(=O)Nc2ccc(F)cc2Cl)c2ccccc2c1=O do in these assays?
FBA Mtb inh: 0; PrPC surface inh: 8; BoNT F protease: 5; CCHF vOTU inh: -2; Mtb BioA inh: -1.8; GDH-TPI inh: -5; UGM FP inh: 2.3; BoNT A protease: 0.5; FadD28 FP inh: 0.2

What do the screens show for `CC(C)(C)c1ccc(OCCNC(=S)NC(=O)c2cccnc2)cc1`?
FBA Mtb inh: 3; PrPC surface inh: -3; BoNT F protease: 0; CCHF vOTU inh: 4; GDH-TPI inh: 14; UGM FP inh: 0.9; BoNT A protease: 0.8; FadD28 FP inh: -3.2

Results for CCOC(=O)CN(C(=O)CN1CCOCC1)c1ccc(Br)cc1 ?
FBA Mtb inh: -2; PrPC surface inh: 3; BoNT F protease: -2; CCHF vOTU inh: -7; Mtb BioA inh: -2.1; GDH-TPI inh: 10; UGM FP inh: -0.8; BoNT A protease: -0.5; FadD28 FP inh: 0.2

How did COc1ccc(OC)c(NC(=O)C2(C)CCN2Cc2ccccc2OC(F)F)c1 (configuration not stated) do in these assays?
FBA Mtb inh: -2; PrPC surface inh: 1; BoNT F protease: -2; CCHF vOTU inh: 9; Mtb BioA inh: -1.7; GDH-TPI inh: 3; BoNT A protease: -0.1; FadD28 FP inh: -2.9
